Compound activity as filed in PubChem.
TrxR1 substrate – is turned over as a substrate by rat TrxR1; purified TrxR1 substrate turnover, NADPH consumption readout; Potency, µM (series often up to 114 µM), for inactives: at the top dose activity change, negative = substrate turnover; 390,000 compounds, 0.01% hits; AID 588456; further: potency means the concentration at half of the fitted maximal effect; on the % scale 0 is the no-effect control and ±100 the full control effect; nearly all actives have a fitted effect of over 50% in size
Target sequence (O89049 whole entry, looked up): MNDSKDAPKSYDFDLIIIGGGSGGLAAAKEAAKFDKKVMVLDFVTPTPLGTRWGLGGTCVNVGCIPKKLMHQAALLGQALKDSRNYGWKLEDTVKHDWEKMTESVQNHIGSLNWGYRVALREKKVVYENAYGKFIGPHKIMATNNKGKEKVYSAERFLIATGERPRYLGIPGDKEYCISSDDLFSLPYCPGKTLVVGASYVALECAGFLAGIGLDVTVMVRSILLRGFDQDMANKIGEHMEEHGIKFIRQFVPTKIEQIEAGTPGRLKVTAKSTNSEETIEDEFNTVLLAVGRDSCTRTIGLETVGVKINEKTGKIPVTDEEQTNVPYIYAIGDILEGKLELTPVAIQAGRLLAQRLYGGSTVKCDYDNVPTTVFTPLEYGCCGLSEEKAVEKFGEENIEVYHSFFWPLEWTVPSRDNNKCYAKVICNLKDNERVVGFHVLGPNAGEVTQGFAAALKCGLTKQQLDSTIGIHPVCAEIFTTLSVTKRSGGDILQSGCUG
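Rat TrxR1, dispensed at 90 nM, was prereduced with 400 uM NADPH (final) for 5 min at ~22 deg C, then incubated with compound 15 min before 400 uM selenite. A first-read NADPH fluorescence drop versus no-compound background flagged substrates.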
LDHA inh – inhibitors of human lactate dehydrogenase A; activity change, % (values are at about 110 or 230 µM); purified LDHA, NADH/diaphorase-resazurin fluorescence; active compounds read low; 480,000 compounds, 0.15% hits; P00338; in the data active means activity change below about -30%; inconclusive means mostly about -25% to -30%;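 further: plate controls were DMSO wells for no effect and wells without enzyme for full effect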
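LDH5 2 nM; NADH 0.06 mM, pyruvate 0.2 mM; 200 mM Tris pH 7.4, EDTA, Tween-20; 5 min RT. Detection: diaphorase 0.133 mg/mL + resazurin 37 µM, fluorescence ex540/em590 at 0 and 20 min; normalized to enzyme-free and DMSO wells.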
Glioma ERSR ind – induces the endoplasmic reticulum stress response in human glioma cells; U87-MG GRP78 promoter luciferase reporter, 16 h; Potency, µM, inactives show at the highest dose activation, usual class: activators; 420,000 compounds, 0.02% hits; AID 602332; further: potency means the concentration at half of the fitted maximal effect; series mostly up to about 76 µM; % of control where 0% means no effect; nearly all actives have a fitted effect of over 35% in size
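Stably transfected U87-MG human glioma cells carrying a GRP78-based luminescent sensor were seeded at 1000 cells/well, pin-dosed with compounds and incubated 16 h. Luciferase reagent was then added, and end-point luminescence was read after 10 min at room temperature.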
mIDH1 inhibitor – human IDH1 R132H inhibition | O75874 | IDH1-R132H enzyme, NADPH consumption, diaphorase/resazurin fluorescence | Potency, µM (top dose mostly 76.6 µM), inactives show at the top dose activity change, negative = inhibition, actives largely listed as inhibitors | 390,000 compounds, 0.093% hits; further: potency means the concentration at half of the fitted maximal effect; on the % scale 0 is the no-effect control and ±100 the full control effect; nearly all actives have a fitted effect of over 65% in size
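IDH1-R132H (0.5 ug/mL) preincubated 30 min with compound, then NADPH (0.016 mM) and alpha-KG (2 mM) added; 80 min at RT, pH 7.5. Remaining NADPH coupled via diaphorase/resazurin to fluorescence (540/590 nm); concentration-response curves normalized to no-enzyme control.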
PI4K2A block – PI4K2A (human) kinase inhibition. purified PI4K2A, ADP-Glo luminescence, 1 h; active compounds read low. 420,000 compounds, 0.13% hits. activity change, negative = inhibition, % at 76.9 µM. Q9BTU6. AID 1346378; in the data active means activity change below about -50%; inconclusive means mostly about -30% to -49%;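 further: -100% = wells without enzyme as full effect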
Target sequence (Q9BTU6 whole entry, looked up): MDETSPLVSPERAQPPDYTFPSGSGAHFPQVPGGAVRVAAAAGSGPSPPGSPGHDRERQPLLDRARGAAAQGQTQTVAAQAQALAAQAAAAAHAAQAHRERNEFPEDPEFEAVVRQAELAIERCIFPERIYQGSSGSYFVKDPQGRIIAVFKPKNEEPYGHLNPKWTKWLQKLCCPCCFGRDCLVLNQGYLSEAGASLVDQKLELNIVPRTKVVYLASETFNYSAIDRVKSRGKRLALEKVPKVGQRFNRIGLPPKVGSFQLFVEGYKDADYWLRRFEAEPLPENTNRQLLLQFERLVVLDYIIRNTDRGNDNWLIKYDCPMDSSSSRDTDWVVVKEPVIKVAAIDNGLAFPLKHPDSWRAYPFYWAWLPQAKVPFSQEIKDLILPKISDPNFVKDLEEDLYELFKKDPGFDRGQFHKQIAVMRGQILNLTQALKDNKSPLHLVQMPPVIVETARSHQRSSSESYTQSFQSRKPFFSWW
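PI4K2A activity was measured by ADP-Glo luminescence: enzyme (4 ug/mL stock) and phosphatidylinositol (1.2 mM stock) in Tris pH 7.5/MgCl2/EGTA/Triton X-100 buffer were reacted with ATP (300 microM stock) for one hour at ambient temperature.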
Vif-APOBEC3G blk – Vif-A3G binding inhibition. Q9HC16. HeLa A3G-eYFP + Vif (tagged APOBEC3G with the HIV-1 protein that degrades it), YFP fluorescence, overnight. Potency, µM (highest dose often 46.1 µM), for inactives: at the top dose activity, negative = active, actives largely listed as inhibitors. 410,000 compounds, 0.076% hits. AID 602310;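 further: potency means the concentration at half of the fitted maximal effect; on the % scale 0 is the no-effect control and ±100 the full control effect; nearly all actives have a fitted effect of over 60% in size; hits raise eYFP signal because A3G escapes Vif-driven loss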
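Read-out is eYFP fluorescence (Ex 488/Em 500-530) from Vif-expressing HeLa A3G-eYFP cells; more signal means A3G escaped Vif-mediated degradation. Cells plated overnight, compound pinned in, incubated overnight at 37 deg C.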
RXFP1 agonist – RXFP1 (human) receptor agonism. Potency, µM (top dose mostly 57.5 µM), for inactives: at the top dose activation, hits mostly activators. 370,000 compounds, 0.3% hits. Q9HBX9. HEK293T-RXFP1 cAMP TR-FRET, 30 min; response scale: percent of porcine relaxin response, buffer zero; further: potency means the concentration at half of the fitted maximal effect; on the % scale 0 is the no-effect control and ±100 the full control effect; nearly all actives have a fitted effect of over 60% in size; many of its hits are not listed in these tables
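cAMP rise read by TR-FRET after 30 min, 37C compound exposure (up to 58 uM) in RXFP1-transfected HEK293 cells with Ro 20174 present. EC50 from Hill-equation fits, with 29 nM porcine relaxin as 100% and buffer as basal.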
Vif-A3F inh – Vif-A3F binding inhibition; HeLa A3F-eYFP + Vif (tagged APOBEC3F with the HIV-1 protein that degrades it), YFP fluorescence increase; 390,000 compounds, 0.2% hits; Potency, µM (doses to about 46.1 µM), without a hit: at the highest dose activity, negative = active; further: potency means the concentration at half of the fitted maximal effect; % of control where 0% means no effect; nearly all actives have a fitted effect of over 65% in size
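HeLa cells stably expressing Vif plus C-terminally eYFP-tagged A3F were seeded, incubated overnight at 37 deg C, dosed with compound, incubated overnight again at 37 deg C. Yellow fluorescence (Ex 488/Em 500-530) reported blocked Vif-mediated A3F-eYFP degradation.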
USP1 inh – inhibitors of human USP1/UAF1 deubiquitinase; O94782; recombinant USP1/UAF1, Ub-Rhodamine cleavage fluorescence; Potency, µM (top dose mostly 57.1 µM), for the others: at the top dose activity change, negative = inhibition, usual class: inhibitors; 390,000 compounds, 0.23% hits; AID 743255; further: potency means the concentration at half of the fitted maximal effect; on the % scale 0 is the no-effect control and ±100 the full control effect; nearly all actives have a fitted effect of over 60% in size; inactives centre near -12
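1 nM enzyme complex + cpd, 15 min RT; start with Ub-Rho 150nM final; kinetic fluorescence ex 480/em 540, 6 reads q60 s. Buffer 50mM HEPES pH 7.8, 0.5mM EDTA, 0.1 mg/ml BSA, 1mM TCEP, 0.01% Tween-20.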
* hit, by the source's call; u = inconclusive; x = no result given; & = joins results of further samples; [ ] = another dose, or the depositor's remark. Unless noted, the call rests on the fitted dose curve; in most records, active means well fitted curve in the direction sought with a large enough effect; inconclusive means small, poorly fitted or top-dose-only effect, or another doubt; inactive means no such curve, though single readings can be large; an effect the other way counts as inactive or inconclusive.

Values run as follows: TrxR1 substrate	LDHA inh	Glioma ERSR ind	mIDH1 inhibitor	PI4K2A block	Vif-APOBEC3G blk	RXFP1 agonist	Vif-A3F inh	USP1 inh
> C/C(=N\n1cnnc1)c1ccccc1
 : 2.5%	-2.8	3.0%	0.0%	4.0	-5.8%	4.8%	0.1%	-12.8%
> CCOC(=O)N1CCN(CC(O)COCc2ccccc2)CC1 (configuration not stated)
 : 5.0%	-6.2	-2.5%	-0.6%	9.3	0.7%	2.2%	3.6%	-15.5%
> COCCNCC(=O)N1c2ccccc2Sc2ccccc21
 : 8.2%[57.1 µM]	-17.7	-1.2%	5.5%	7.0	1.0%	0.7%	-6.7%	-8.3%
> CCOC(=O)c1ccc(NC(=O)CSc2n[nH]c(-c3ccncc3)n2)cc1
 : 1.1%	-1.2	2.3%	-1.1%	-1.1	-3.4%	-0.1%	0.6%	-20.0%
> COc1cc2cc(C(c3nnnn3C(C)(C)C)N3CCc4ccccc4C3)c(=O)[nH]c2cc1OC (configuration not stated)
 : 46.3%[activator]	0.9	1.1%	1.0%	-2.6	0.7%	1.6%	7.6%	-10.6%
> COc1ccc(Nc2cccc(Cl)c2)c(C(=O)O)c1
 : -15.5%	-3.1	-2.9%	4.3%	-1.6	-5.4%	1.0%	2.6%	-8.7%
> Cc1ccc(OCc2nc(-c3ccc(-n4cccc4)cc3)no2)cc1C
 : 9.4%	-4.7	-2.6%	6.7%	-2.3	0.1%	2.0%	0.9%	-19.1%
> O=C(CN1C(=O)C2CC=CCC2C1=O)Nc1nccs1 (configuration not stated)
 : 0.9%	-2.8	-0.7%	-3.3%	0.7	1.8%	-2.2%	-16.5%	3.8%
> CCCCCn1ccc(=N)cc1
 : 5.8%[57.1 µM]	u	-2.8%	-0.6%	-0.4	1.7%	2.4%	-11.2%	2.9%
> Cc1nnn(C23CC4CC(CC(CC(=O)Nc5cccc(F)c5)(C4)C2)C3)n1
 : 2.5%	-7.4	-2.3%	13.9%	-5.1	-5.1%	0.9%	-2.6%	-15.1%
> O=C(C[C@H]1C/C=C\C[C@H](NC(=O)OCC2c3ccccc3-c3ccccc32)C(=O)OC[C@H](Cc2ccccc2)NC1=O)N[C@H](CO)Cc1ccccc1
 : -10.0%[57.1 µM]	0.8	12.2%	3.3%	-1.6	-11.3%	x	u	-15.4%
> O=C(COc1ccc(Cl)cc1)OCc1cc(=O)n2nc(-c3cccs3)sc2n1
 : 0.1%[57.1 µM]	-4.8	0.8%	-2.2%	-20.0	-4.0%	4.6%	-2.0%	-21.9%
> CC(=O)Nc1ccc(Nc2c3c4c(cccc4n(C)c2=O)C(=O)c2ccccc2-3)cc1
 : -10.8%	1.7	-1.8%	4.7%	-7.3	-12.3%	3.5%	8.91µM*	u
> COc1ccc(OC)c(CN2CCN(C(=O)CCC(=O)c3cccs3)CC2)c1
 : -4.5%	-1.2	-2.2%	2.4%	3.2	-3.3%	1.6%	-0.7%	-19.0%
> CC(C)(C)Nc1c(-c2ccc(O)cc2)nc2ccc(Cl)cn12
 : 2.5%	-1.8	-0.1%	0.0%	0.6	2.0%	0.3%	-10.4%	-25.7%
> Cc1cccc(NC(=O)CC2S/C(=N/c3nccs3)N(C)C2=O)c1 (configuration not stated)
 : 2.0%	-4.2	-4.6%	-1.1%	-4.1	0.0%	-0.3%	5.5%	-17.5%
> O=C(NC12CC3CC(CC(C3)C1)C2)c1ccc(S(=O)(=O)N2CCOCC2)cc1
 : 3.8%[57.1 µM]	-3.6	-4.1%	0.8%	2.9	-0.4%	-1.1%	-7.9%	-13.5%
> Cc1ccc(-c2nnc3ccc(SC(C)C(=O)O)nn23)cc1 (configuration not stated)
 : 14.3%&28.7%	-1.7&2.9	-0.9%&-3.9%	-1.5%	-8.2	-2.3%&0.4%	u	-0.5%	-13.5%
> CCN(CC)C(C(=O)Nc1ccc2c(c1)OCO2)c1ccccc1 (configuration not stated)
 : -15.7%	-4.4	-1.1%	3.1%	-1.2	-0.2%	2.8%	-3.7%	-3.9%
> COc1cccc(OC(C)c2ccnc3nc(/N=C/N(C)C)nn23)c1 (configuration not stated)
 : 26.7%	9.7	-0.7%	-7.3%	-2.6	-5.1%	1.7%	-4.9%	7.4%
> Cc1ccc2nc3c(cc(C#N)c(=O)n3-c3nnc(SCc4ccc(F)cc4)s3)c(=O)n2c1
 : 44.1%[activator]	0.0	x	x	2.5	x	27.9%	x	u
> CCCCOC(=O)C1=C(C)Nc2nnnn2C1c1ccc(OC)c(OC)c1OC (configuration not stated)
 : -12.6%	0.0	4.6%	10.0%	4.1	-4.5%	3.9%	1.3%	-9.1%
> CCOc1ccc(CN(C)CC(=O)NNC(=O)c2ccc(Cl)cc2)cc1OC
 : 4.8%[57.1 µM]	-7.2	-3.2%	1.5%	8.5	1.6%	-0.4%	4.5%	1.9%
> O=c1[nH]cc(Cc2ccccc2)c(=O)[nH]1
 : x	-7.0	0.8%	-9.7%	-9.0	2.2%	x	-5.0%	u
> COc1ccc(C(=O)n2nc(C#N)c(C#N)c2N)cc1
 : -6.5%	-8.0	-5.8%	0.0%	4.1	1.6%	-4.7%	-4.4%	-10.0%
> O=C(O)CCCn1ccc2cc(S(=O)(=O)N3CCCC3)ccc21
 : 4.8%	-2.7	-1.4%	14.2%	-5.2	1.4%	3.9%	2.5%	-25.3%
> Cc1ccc(C#N)c(SCc2ccccc2[N+](=O)[O-])n1
 : 2.9%	-8.0	-3.8%	-3.1%	-1.8	-4.1%	8.0%	-4.0%	-22.6%
> CC(=O)Nc1cc[n+](C(C)C(=O)c2ccc(Br)cc2)cc1 (configuration not stated)
 : 1.1%[57.1 µM]	-4.7	-0.5%	-6.4%	4.7	-0.1%	-1.5%	0.4%	3.7%
> O=C(Nc1ccccc1C(=O)N/N=C/c1ccncc1)c1ccccc1
 : 6.2%	-0.7	-4.0%	-4.6%	-29.2	-12.5%	4.7%	0.6%	-20.8%
> O=C1NC(=Nc2ccccc2)S/C1=C\C=C\c1ccco1
 : -11.4%	3.1	2.5%	-0.7%	u	u	1.3%	-9.4%	-19.4%
> Nc1ccc2c(c1)COc1ccccc1O2
 : -5.7%	3.4	6.9%	11.7%	10.6	1.4%	1.1%	1.1%	-7.6%
> CCOC(Cn1cc([N+](=O)[O-])c(=O)[nH]c1=O)OCC
 : -3.8%[2.29 µM]	-3.4	-0.3%	-4.1%	6.1	3.3%	x	-4.4%	5.8%
> COc1ccc(S(=O)(=O)N2CCCOC2CNC(=O)C(=O)NCCO)cc1 (configuration not stated)
 : x	-1.0	-2.3%	5.9%	-2.4	1.4%	x	-2.9%	-24.4%
> Cc1cc(C(=O)Nc2ccccc2C(=O)O)c(C)o1
 : -5.9%	-2.9	4.7%	-0.3%	0.9	0.1%	0.7%	12.3%	-3.7%
> O=C(Cn1ncn2nc(-c3cccs3)cc2c1=O)NCc1ccccc1Cl
 : 8.7%	-6.3	-2.1%	5.6%	2.5	0.1%	-3.3%	-1.4%	-11.1%
> Cc1ccc(NP(=O)(c2ccc(N(C)C)cc2NC(=O)c2cccs2)N2CCOCC2)cc1Cl (configuration not stated)
 : 14.4%	13.4	1.4%	10.6%	-0.9	-14.9%	-1.0%	-4.8%	-19.8%
> CC(C)N(C(=O)CSc1nn2c(=O)c(C(C)(C)C)nnc2s1)c1ccccc1
 : 2.3%	1.7	-1.1%	6.9%	-11.4	0.4%	-0.9%	x	-18.2%
> COc1ccc(C(=O)NC2CCSc3ccccc32)cc1F (configuration not stated)
 : 0.8%	-1.8	4.8%	3.4%	-0.8	-0.1%	0.3%	1.9%	-14.7%
> CCOC(=O)C1CCCN(S(=O)(=O)c2ccc(OC)cc2)C1 (configuration not stated)
 : 8.4%	-5.3	7.4%	3.1%	5.3	1.5%	-3.8%	-0.1%	-11.8%
> Cc1ccc(S(=O)(=O)N2CCCC(C(=O)NCCc3ccccc3)C2)cc1 (configuration not stated)
 : 4.4%	-15.0	1.0%	29.7%	4.6	1.5%	-0.8%	-1.4%	-7.4%
> Cc1cc2c(c(C)c1CCO[C@@H]1O[C@H](CO)[C@@H](O)[C@H](O)[C@H]1O)C(=O)[C@@H](C)[C@@H]2O
 : 6.2%[57.1 µM]	-1.7	-7.7%	-7.6%	3.9	u	x	10.7%	-18.7%
> CCCCN(CC)CCCNC(=O)c1nn(C)c2c1CS(=O)(=O)c1ccccc1-2
 : 2.8%	-7.2	-0.2%	-0.3%	-1.1	2.9%	-1.6%	-0.2%	-22.2%
> Cn1cccc1C(=O)NC(=O)COC(=O)Cc1coc2ccc3ccccc3c12
 : 12.5%	6.1	-6.3%	2.2%	-3.4	-7.5%	2.2%	x	-0.7%
> CCC(=O)c1ccc(OCC(=O)N2CCN(S(=O)(=O)c3ccc(Cl)s3)CC2)cc1
 : 1.7%	-1.0	-4.6%	2.7%	-8.3	-2.2%	-2.4%	-0.1%	-7.1%

Some of the compounds tested; rates above refer to the full screens.
